# Assay outcomes: PubChem, several laboratories
# AID2073 = disruptors of CaV2.2 binding to Mint1 – biochemical, HTRF (AID 2073) | HTRF protein-protein interaction, Mint1-CaV2.2; higher % means a stronger effect | inhibition, % at 20 µM; hits with a dose series show IC50 in µM | actives 0.19% (n = 290,000); in the data active = inhibition mostly above about 51%, no sharp cut-off; also: some results filed as inactive read as strong as hits
# GPR55 LPI antagonism = inhibition of LPI-stimulated GPR55 beta-arrestin translocation – imaging, U2OS, beta-arrestin-GFP, LPI agonist, primary screen (AID 2013) | actives 0.13% (n = 290,000) | one-dose inhibition, % at 10 µM; IC50 in µM for titrated hits | U2OS GPR55 beta-arrestin-GFP translocation imaging, LPI antagonism; higher % means a stronger effect;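 active = spots per cell inhibited over 60%, with over 100 cells counted and total cytoplasm intensity under 500,000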;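 also: U2OS cells stably carrying GPR55 and arrestin-GFP stimulated by 5 µM LPI near EC80; imaged beta-arrestin-GFP aggregate spots per cell after agonist stimulation; plate controls were LPI-stimulated DMSO wells for no effect and DMSO wells without LPI for full effect; some results filed as inactive read as strong as hits; confirmed hits need IC50 under 10 µM and bright autofluorescent wells are also inconclusive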
# Dengue-2 NS5 capping = flavivirus cap methylation enzyme inhibition – biochemical, confirmation dose response, primary screen (AID 588689). Dengue-2 NS5 methyltransferase capping enzyme assay, biochemical; higher % means a stronger effect. one-dose inhibition, % at 25 µM; IC50 in µM for titrated hits. actives 0.3% (n = 340,000); in the data active = a potency from the dose series
# GPR55 beta-arrestin = GPR55 agonists via beta-arrestin recruitment, primary screen, imaging, U2OS cells, beta-arrestin-GFP redistribution (AID 1961); U2OS GPR55 beta-arrestin-GFP redistribution imaging; higher % means a stronger effect; one-dose activation, % at 10 µM; EC50 in µM for titrated hits; actives 0.048% (n = 290,000);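 active = activation above 40% with more than 50 cells counted in the well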;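 also: U2OS osteosarcoma cells stably expressing GPR55 and beta-arrestin-GFP; plate controls were DMSO negative control for no effect and LPI positive control for full effect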
# HIV fusion peptide = cell-free HIV fusion peptide-binding blockers – biochemical, uHTS, fluorescence dequenching, primary screen (AID 1986) | cell-free peptide binding, fluorescence dequenching, 30 min; higher % means a stronger effect | actives 0.3% (n = 290,000) | one-dose inhibition, % at 20 µM; IC50 in µM for titrated hits; in the data active = inhibition mostly above about 52%, no sharp cut-off; inactive = mostly below about 76%; also: some results filed as inactive read as strong as hits
# UTI89 phage lysis = inhibition of K1F phage lysis, E. coli UTI89, bacterial capsule biogenesis inhibitors, alamar blue (AID 488966); E. coli UTI89 K1F phage lysis, alamar blue, 2 h; higher % means a stronger effect; one-dose inhibition, % at 100 µM; IC50 in µM for titrated hits; actives 0.02% (n = 340,000);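 active = phage lysis inhibition, versus mean bacterial control, above a set limit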;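 also: capsule biogenesis inhibitors block K1F phage lysis so surviving cells raise fluorescence; higher fluorescence means more inhibition of phage lysis; actives were called in the ten point dose series up to 300 µM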
# NTR1 ag = NTR1-driven beta-arrestin-GFP spot formation – imaging, U2OS cells, high content, primary screen (AID 493036); agonist mode; activation, % at 20 µM; actives 0.17% (n = 330,000);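 active = activation at or above 40% of the spot to cytoplasm intensity ratio, with at least 20 cells analyzed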;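 also: 0% = DMSO without peptide and 100% = 100 nM NTR1 peptide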
# Target sequence (P30989 whole entry, looked up): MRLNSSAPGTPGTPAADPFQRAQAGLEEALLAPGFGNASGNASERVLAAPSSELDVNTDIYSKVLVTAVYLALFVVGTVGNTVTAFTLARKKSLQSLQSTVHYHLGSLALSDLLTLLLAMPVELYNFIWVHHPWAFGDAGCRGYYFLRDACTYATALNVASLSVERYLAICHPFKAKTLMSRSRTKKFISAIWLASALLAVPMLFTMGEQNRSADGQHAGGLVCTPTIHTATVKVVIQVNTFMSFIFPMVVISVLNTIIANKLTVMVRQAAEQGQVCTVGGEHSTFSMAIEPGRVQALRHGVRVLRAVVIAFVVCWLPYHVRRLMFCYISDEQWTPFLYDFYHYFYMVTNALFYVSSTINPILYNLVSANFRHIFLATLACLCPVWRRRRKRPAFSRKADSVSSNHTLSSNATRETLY
# GPR35 arrestin U2OS = inhibition of zaprinast-stimulated GPR35 beta-arrestin translocation – imaging, U2OS, beta-arrestin-GFP, zaprinast agonist, primary screen (AID 2058); U2OS GPR35 beta-arrestin-GFP translocation imaging, zaprinast antagonism; higher % means a stronger effect; inhibition, % at 10 µM; hits with a dose series show IC50 in µM; actives 0.052% (n = 290,000);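 active = inhibition of at least 50% with at least 30 cells and total cytoplasm GFP at most 10,000,000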
# Siah-1 displacement = blockers of Siah-1 interaction with plectin peptide – biochemical, fluorescence polarization, rhodamine-plectin, uHTS, primary screen (AID 1817); Siah-1 / rhodamine-plectin peptide fluorescence polarization; higher % means a stronger effect; one-dose displacement, % at 20 µM; IC50 in µM for titrated hits; actives 0.02% (n = 290,000);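 active = displacement of at least 50% at 20 µM, with a fluorescence ratio check between 0.3 and a set limit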;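 also: plate controls were Siah plus tracer with DMSO for no effect and tracer alone without Siah for full effect; strong numbers were not always called active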
# NTR1 ag cell count 20 µM = second read-out of NTR1 ag, no call of its own (marks repeat the call); cell count; measured here: cell count, cytotoxicity flag
# Dengue-2 NS5 capping pilot replicate = further read-out of Dengue-2 NS5 capping, marked with its call; inhibition, %; measured here: pilot screen replicate inhibition
# Starred values were filed as active, the others as inactive; · = no result given; [ ] = dose if it differs, or a comment.
SMILES,AID2073,GPR55 LPI antagonism,Dengue-2 NS5 capping,GPR55 beta-arrestin,HIV fusion peptide,UTI89 phage lysis,NTR1 ag,NTR1 ag cell count 20 µM,GPR35 arrestin U2OS,Siah-1 displacement,others
CC(=O)c1cccc(N/C=C\C(=O)c2ccc(C)cc2)c1,-5%,9%,-1%,-0.2%,-2.7%,2.4%,·,·,-5%,0%,
Nc1ccc(S(=O)(=O)Nc2nc3ccccc3o2)cc1,2%,-12%,1%,-0.2%,6.4%,0.3%,0.4,59,4%,-8%,
CCOC(=O)Cn1cc(Cl)cc(C(=O)Nc2ccccc2)c1=O,-7%,0%,-7%,0.0%,1.1%,-0.1%,-0.7,48,12%,13%,
Cc1sc2nc(COC(=O)c3ccc(N4CCCC(C)C4)c([N+](=O)[O-])c3)[nH]c(=O)c2c1C (stereo unspecified),5%,-2%,-1%,-0.2%,-1.8%,3.4%,4.1,53,-3%,2%,
COc1ccc(NC(=O)c2cccc(-n3c(C)ccc3C)c2)c(OC)c1,5%,20%,-11%,0.2%,0.6%,0.9%,1.3,39,·,5%,
O=C(NCCCCCCNC(=O)N1CCCCCC1)N1CCCCCC1,0%,6%,-3%,-0.1%,0.7%,0.9%,0.0,50,-11%,-2%,
Fc1ccc(-c2nnc(CN3CCN(c4ncc(C(F)(F)F)cc4Cl)CC3)o2)cc1,16%,8%,-1%,-0.1%,-1.9%,0.5%,0.4,82,16%,4%,
COc1ccc(-n2c(Cc3cccn3C)nnc2SCC(=O)Nc2cc(C)cc(C)c2)cc1,3%,12%,-4%,-0.1%,-0.3%,4.1%,7.6,50,-5%,0%,
CCOc1ccc(-c2ccc(SCc3ccccn3)nn2)cc1,-6%,0%,-7%,0.0%,-1.8%,-0.1%,1.6,52,-6%,0%,
Cc1ccccc1CSCCNC(=O)c1ccccc1,-2%,3%,4%,-0.4%,0.3%,0.0%,0.7,87,31%,-3%,
Cn1c(SCc2cccc(F)c2)nnc1-c1ccccn1,1%,2%,-1%,-0.2%,5.4%,0.6%,1.8,74,4%,2%,Dengue-2 NS5 capping pilot replicate=0.0
O=C(N/N=C/C=N/NC(=O)c1ccco1)c1ccco1,1%,18%,-7%,0.0%,1.0%,-0.1%,0.3,56,-5%,10%,
O=C(NCCN=C1NS(=O)(=O)c2ccccc21)c1ccco1,0%,0%,-5%,-0.1%,-1.1%,0.1%,-0.6,46,-6%,1%,
O=C(c1ccc2c(Cl)c3c(nc2c1)CCCC3)N1CCC(N2CCCCC2)CC1,-4%,10%,-6%,0.2%,3.2%,6.3%,-0.2,47,-8%,-8%,
O=C(COc1ncnc2cc([N+](=O)[O-])ccc12)N(CCc1ccccc1)Cc1ccccc1,5%,-5%,5%,0.8%,-1.2%,3.3%,-0.5,54,5%,-7%,
CCCCNC(=O)COC(=O)c1ccc(NS(=O)(=O)c2ccc3c(c2)OCCO3)cc1,-5%,19%,-1%,0.0%,-2.0%,0.8%,2.2,83,3%,-2%,Dengue-2 NS5 capping pilot replicate=3.9
Nc1n[nH]c2cc(=O)n(-c3cccc(C(F)(F)F)c3)nc12,-11%,4%,11%,-0.1%,3.7%,0.3%,-0.5,84,3%,6%,
CCc1ccc(NC(=O)N2CCN(c3ccc(F)cc3)CC2)cc1,8%,12%,0%,-0.3%,-0.7%,0.3%,·,·,10%,-6%,
CCOC(=O)c1c(N)sc(C(=O)N(CC)CC)c1C,4%,4%,-3%,0.2%,0.4%,0.0%,0.9,50,-10%,3%,
CCOC(=O)c1ccc(NS(=O)(=O)CC)cc1,1%,13%,1%,0.2%,-1.4%,0.1%,3.3,99,-1%,0%,
Cc1cc(C)cc(OCC(=O)Nc2ccccc2C(=O)N2CCOCC2)c1,-3%,17%,-9%,-0.1%,2.7%,0.1%,0.5,68,20%,0%,
Cc1ccc(S(=O)(=O)NCC2CCC(C(=O)NCCCN3CCCC3=O)CC2)cc1 (stereo unspecified),6%,15%,-10%,0.0%,-0.7%,0.3%,0.0,65,5%,16%,
Cc1ccc(Nc2ncc3c(n2)CC(C)CC3=O)c(C)c1 (stereo unspecified),4%,0%,-2%,0.0%,-0.1%,-0.8%,2.0,41,2%,0%,
COc1ccc(C(=O)NC23CC4CC(CC(C4)C2)C3)cc1,5%,-2%,-4%,-0.1%,0.5%,0.0%,1.5,93,3%,4%,
Cc1ccccc1Nc1nnc(SCC2CCCCO2)s1 (stereo unspecified),-1%,15%,-8%,-0.4%,-1.8%,0.3%,0.2,73,12%,-4%,
Cc1ccc(C(=O)N2CC(=O)Nc3ccc(F)cc3C2c2ccc(F)cc2)cc1 (stereo unspecified),-7%,6%,-14%,-0.2%,0.4%,0.0%,0.8,50,-7%,2%,
CC(C)c1cccc(C(C)C)c1NC(=O)COC(=O)c1ccc2c(c1)S(=O)(=O)c1ccccc1C2=O,-1%,21%,-14%,0.8%,0.6%,2.0%,-1.8,44,-4%,8%,
Cc1ccc(N2C(=O)SC(N(CC(=O)O)c3ccc(C)cc3)C2=O)cc1 (stereo unspecified),4%,16%,-6%,-0.1%,-2.6%,1.5%,1.2,68,24%,2%,
COc1cc(/C=C(\C#N)C(=O)Nc2cccc(C(=O)O)c2)ccc1OCc1ccc(C)cc1,12%,19%,15%,0.6%,58%,-0.8%,7.5,53,-2%,-2%,
CC(C)c1ccc(/C=N/NC(=O)c2c(Cl)cnn2C)cc1,2%,4%,-5%,1.8%,0.0%,2.2%[50 µM],1.6,71,-8%,1%,
O=S(=O)(c1cccc2cccnc12)N1CCN(c2ccccn2)CC1,2%,2%,6%,-0.1%,-0.9%,1.4%,0.5,35,5%,0%,
COc1ccc2oc(C(=O)Nc3nc4ccccc4[nH]3)c(C)c2c1,18%,8%,0%,-0.1%,-3.4%,0.1%,6.5,62,0%,-4%,
CCOc1ccc(NC(=O)COC(=O)CCCc2c[nH]c3ccccc23)cc1,11%,·,-7%,0.2%,1.7%,2.5%,0.4,55,-6%,-3%,
CCC(=O)NC(NC(=S)Nc1ccccc1Br)C(Cl)(Cl)Cl (stereo unspecified),-17%,3%,-11%,-0.2%,1.5%,6.5%,0.1,43,3%,5%,
N#CC(c1ccc(Cl)cc1)N1CCOCC1 (stereo unspecified),3%,-2%,-12%,0.7%,0.7%,-0.3%,-0.6,30,-1%,1%,
COc1ccc(OCC(=O)Nc2ccccc2OC(F)F)cc1,-2%,-1%,-1%,-0.1%,0.7%,4.2%[50 µM],0.3,49,-8%,-1%,
COc1ccc(C2C(C(=O)C(C)(C)C)=C(O)C(=O)N2Cc2ccccc2)cc1 (stereo unspecified),3%,14%,-7%,0.0%,19%,0.7%[50 µM],0.8,69,3%,8%,
COc1cc(-c2[nH]ncc2CN(C)Cc2nonc2C)cc(OC)c1OC,-7%,-12%,-3%,0.1%,1.1%,-0.1%,0.3,43,-7%,0%,
CC(C)Oc1ccc(-c2cc(C(=O)NCCN3CCOCC3)c3ccccc3n2)cc1,7%,14%,-8%,0.0%,-0.7%,0.9%,-0.6,41,-5%,0%,
O=C(CSc1nnc(-c2ccc(F)cc2)n1-c1ccccc1)NCCN1C(=O)CSC1=O,-5%,14%,-2%,-0.3%,1.1%,1.8%,1.0,44,7%,10%,
CCOC(=O)C1=C(Cn2ccc(C(F)(F)F)n2)NC(=O)NC1c1ccc2c(c1)OCO2 (stereo unspecified),-1%,23%,-5%,-0.1%,2.4%,2.8%,-0.2,73,10%,3%,
CCOC(=O)c1oc2c(c1C)/C(=N/O)CCC2,5%,-27%,-1%,0.1%,-3.0%,1.1%,-2.1,48,-7%,-4%,
Nc1cccc(C(=O)Nc2ccccc2Cl)c1,11%,2%,2%,0.3%,1.3%,0.5%,1.0,51,4%,0%,
COc1ccc2cc(C(c3nnnn3C3CCCC3)N3CCc4ccccc4C3)c(=O)[nH]c2c1 (stereo unspecified),16%,18%,-2%,0.7%,0.4%,0.5%,0.2,78,-13%,7%,
Cc1nc(C)c(-c2csc(Nc3ccc(F)cc3)n2)s1,4%,5%,1%,-0.5%,-1.6%,-0.1%,10,66,-3%,4%,
COc1c(Cl)cc(C(=O)NN)cc1Cl,8%,-7%,-3%,-0.2%,-1.6%,0.6%,3.5,67,-10%,-1%,
Cc1ccc(C)c(N2CCN(c3nnnn3-c3ccccc3)CC2)c1,13%,-13%,-1%,-0.2%,-3.4%,0.7%,0.4,36,-5%,-1%,
CCSc1nnc(Cc2cc(=O)[nH]c(=O)[nH]2)n1-c1cc(C)ccc1C,-6%,1%,-4%,0.7%,-2.3%,4.6%,-2.4,84,-12%,-8%,
CC(=O)COC(=O)CNC(=O)c1ccc(Br)cc1,4%,19%,1%,-0.1%,-1.0%,-0.2%,-0.8,74,-2%,2%,
COc1cc(C(=O)N(Cc2ccc(C)o2)C2CCS(=O)(=O)C2)cc(OC)c1OC (stereo unspecified),-12%,13%,-9%,0.3%,-0.9%,0.2%,0.7,63,16%,1%,
CC(=O)N(c1nc(CCl)cs1)c1c(C)cc(C)cc1C,0%,5%,-7%,0.3%,2.2%,0.2%,-1.7,65,-7%,-1%,
COc1cccc(-c2nc(CS(=O)(=O)CC(=O)NCCCN3C(C)CCCC3C)c(C)o2)c1 (stereo unspecified),12%,-1%,-3%,0.5%,0.8%,0.2%,-0.7,62,-7%,6%,
O=C(NCc1ccc(Cl)cc1)C1CCCCN1S(=O)(=O)c1ccccc1 (stereo unspecified),-2%,-5%,-6%,-0.3%,-1.0%,-0.1%,1.2,48,-1%,-3%,

# Reprinted at random: three entries already listed
SMILES,AID2073,GPR55 LPI antagonism,Dengue-2 NS5 capping,GPR55 beta-arrestin,HIV fusion peptide,UTI89 phage lysis,NTR1 ag,NTR1 ag cell count 20 µM,GPR35 arrestin U2OS,Siah-1 displacement,others
COc1cc(C(=O)N(Cc2ccc(C)o2)C2CCS(=O)(=O)C2)cc(OC)c1OC (stereo unspecified),-12%,13%,-9%,0.3%,-0.9%,0.2%,0.7,63,16%,1%,
COc1cccc(-c2nc(CS(=O)(=O)CC(=O)NCCCN3C(C)CCCC3C)c(C)o2)c1 (stereo unspecified),12%,-1%,-3%,0.5%,0.8%,0.2%,-0.7,62,-7%,6%,
CC(=O)N(c1nc(CCl)cs1)c1c(C)cc(C)cc1C,0%,5%,-7%,0.3%,2.2%,0.2%,-1.7,65,-7%,-1%,
